# Source: PubChem
# OPRM1-OPRD1 ag – agonists of OPRM1-OPRD1 heterodimerization, primary screen, cell-based, luminescence | Mu-type opioid receptor (Homo sapiens) + Delta-type opioid receptor (Homo sapiens), … | cells | activation, % at 9.3 µM | hit rate 0.3% among 340,000 | AID 504326, 2011; in the data active = activation above about 18%;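 also: 0% = vehicle-treated cells and 100% = reference agonist; values of inactives mirror those of a sister screen read the other way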
# Target sequence (P35372 whole entry, looked up): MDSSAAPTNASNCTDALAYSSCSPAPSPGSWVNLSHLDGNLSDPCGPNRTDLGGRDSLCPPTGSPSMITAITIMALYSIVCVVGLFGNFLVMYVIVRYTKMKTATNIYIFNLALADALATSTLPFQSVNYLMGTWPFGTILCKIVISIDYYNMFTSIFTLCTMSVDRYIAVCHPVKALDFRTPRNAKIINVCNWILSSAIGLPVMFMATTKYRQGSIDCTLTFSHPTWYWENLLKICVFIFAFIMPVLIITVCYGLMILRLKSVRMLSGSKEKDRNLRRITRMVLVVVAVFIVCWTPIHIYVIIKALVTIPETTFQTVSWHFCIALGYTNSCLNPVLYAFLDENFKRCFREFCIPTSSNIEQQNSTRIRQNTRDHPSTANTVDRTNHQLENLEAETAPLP
# Target sequence (P41143 whole entry, looked up): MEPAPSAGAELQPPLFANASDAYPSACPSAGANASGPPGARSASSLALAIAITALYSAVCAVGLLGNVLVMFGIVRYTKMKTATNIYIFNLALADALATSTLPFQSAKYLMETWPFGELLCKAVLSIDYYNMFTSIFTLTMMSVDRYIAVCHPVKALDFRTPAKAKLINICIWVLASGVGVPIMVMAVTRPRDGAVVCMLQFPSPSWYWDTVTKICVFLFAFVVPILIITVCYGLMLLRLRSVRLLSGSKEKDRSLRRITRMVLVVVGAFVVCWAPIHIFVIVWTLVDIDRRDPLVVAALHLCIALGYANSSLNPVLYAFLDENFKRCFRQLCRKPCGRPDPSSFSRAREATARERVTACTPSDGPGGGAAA
# PKA-R1A act – activators of PKA-R1A holoenzyme, primary screen, biochemical, fluorescence polarization, Cy5-IP20, bovine R1A, mouse PKAc; cAMP-dependent protein kinase type I-alpha regulatory subunit (Bos taurus) + …; PKA-R1A dissociation; scaled: DMSO 0%, 113 µM cGMP 100%; activation, % at 11.4 µM; hit rate 0.083% among 340,000; AID 504707, 2011;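 active = percent activation above the mean of all tested compounds plus 3 SD, cut at about 19% in these data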;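 also: higher means more PKAc released from R1A so a rise in polarization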
# SUMO Mot1 rescue – yeast Mot1-301 growth rescue at high temperature, primary screen, SUMOylation pathway inhibitor project, S. cerevisiae, ATP luminescence, 38.5C | growth rescue, % at 18.8 µM | S. cerevisiae Mot1-301 growth rescue; percent above DMSO median, 100 means doubled | hit rate 1% among 320,000;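 active = every valid replicate shows activation above 250% relative to neutral control wells; inactive = the rest, any valid replicate at or below 250%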;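 also: OY570 slx delta 5 strain wells were the positive control but not used for scaling; some compounds called inactive have numbers as strong as hits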
# OPRM1-OPRD1 inv – inverse agonists of MOR-DOR heterodimerization, primary screen, cell-based, luminescence | hit rate 0.21% among 340,000 | AID 504357, 2011 | cell-based MOR-DOR heterodimer luminescence, inverse agonism | inhibition, % at 9.3 µM | Mu-type opioid receptor (Homo sapiens) + Delta-type opioid receptor (Homo sapiens), …; in the data active = inhibition above about 22%, passing the limit was not always enough;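 also: 0% = cells with DMSO and 100% = wells without cells with DMSO; values of inactives mirror those of a sister screen read the other way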
# Tat export inh – E. coli Tat export inhibitors, primary screen, MC4100, TorA-mCherry reporter, fluorescence, single point | hit rate 0.036% among 340,000 | inhibition, % at 10 µM | AID 488895, 2010;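 active = mean replicate inhibition at least 50% and at least half of replicates individually reaching 50%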;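 also: exported cargo escapes ClpAP degradation while cytoplasmic cargo is degraded and loses fluorescence; 0% = median of neutral control wells and 100% = median of NaSCN control wells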
# PKA-R2B act – activators of PKA-R2B holoenzyme, primary screen, biochemical, fluorescence polarization, Cy5-IP20, human; cAMP-dependent protein kinase catalytic subunit beta (Homo sapiens) + cAMP-dependent …; PKA-R2B holoenzyme dissociation; R2B truncated from residue 108, S112A mutant; 0% DMSO only, 100% 113 µM cGMP; activation, % at 11.4 µM; hit rate 0.079% among 340,000; AID 504700, 2011;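 active = activation above a cutoff set at the mean over all compounds plus 3 SD, cut at about 18% in these data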;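 also: higher means more holoenzyme dissociation and a rise in polarization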
# PfHsp90 yeast 2 – growth inhibition of PfHsp90-expressing yeast, primary screen, antimalarial PfHsp90 inhibitor project, S. cerevisiae, BacTiter-Glo luminescence, single point, set 2 | AID 504621, 2011 | BacTiter-Glo ATP, 48 h; yeast lacking PDR1 and PDR3 efflux regulators | inhibition, % at 9.4 µM | hit rate 0.32% among 310,000;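 active = every replicate shows inhibition above about 80%, whatever the replicate mean, limit read from the data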;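 also: 0% = DMSO neutral controls and 100% = 20 µM radicicol positive controls; yeast relying on Plasmodium falciparum Hsp90 in place of its own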
# phage Ecoli inh – growth loss of phage-infected E. coli, primary screen, RecBCD inhibitor project, absorbance, with phage, HTS | hit rate 0.26% among 360,000 | inhibition, % at 11.9 µM; in the data active = inhibition above about 11%
# AddAB inh – growth inhibition of E. coli expressing H. pylori AddAB, primary screen, AddAB inhibitor project, absorbance | inhibition, % at 11.9 µM | hit rate 0.29% among 330,000; in the data active = inhibition above about 12%;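 also: 0% = vehicle wells of infected cells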
# HTR5A inv ag – HTR5A inverse agonists in luminescence cell assay, primary screen, counter-screen for OPRM1-OPRD1 heterodimer inverse agonist project, full-deck HTS. inhibition, % at 9.3 µM. hit rate 0.083% among 340,000. HTR5A cell line, inverse agonism. AID 504634, 2011. 5-hydroxytryptamine receptor 5A (Homo sapiens), P47898; in the data active = inhibition mostly above about 23%, no sharp cut-off; inactive = mostly below about 18%;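 also: 0% = cells with DMSO and 100% = no-cell wells with DMSO; some compounds called inactive have numbers as strong as hits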
# Ecoli viability – E. coli V3065 growth inhibition, primary screen, counter-screen for AddAB inhibitor project, absorbance, OD600; 18 h; inhibition, % at 11.9 µM; hit rate 0.27% among 330,000; AID 449728, 2010;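 active = inhibition above the campaign's mean inhibition across all tested compounds plus 3 SD, cut at about 9.9% in these data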;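 also: uninfected addAB+ strain grown without phage in ampicillin broth; 0% = DMSO wells and 100% = ciprofloxacin 0.95 µg/ml wells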
# An asterisk follows results filed as active; . = not tested or not shown.
SMILES,OPRM1-OPRD1 ag,PKA-R1A act,SUMO Mot1 rescue,OPRM1-OPRD1 inv,Tat export inh,PKA-R2B act,PfHsp90 yeast 2,phage Ecoli inh,AddAB inh,HTR5A inv ag,Ecoli viability
O=S(=O)(Nc1ccc(Br)cn1)c1ccc2ccccc2c1,-0.7,0,-26,4,2,-3,1,4.4,4.7,-12,-0.4
CCOc1ccc(/C=C(\C#N)C(=O)NC2CC2)c(OCC)c1,-2.1,4,24,11,5,5,-2,1.5,0.3,2,1.1
Cc1noc(N)c1C(=O)Nc1ccc(F)c(Cl)c1,-1.7,-2,-20,10,0,-5,3,1.8,2.4,-12,-2.8
CC(C)NC(=O)COc1ccccc1C#N,-0.5,-3,-2,2,2,2,15,4.3,0.6,10,1.8
CC(C)N(Cc1ccccc1)CC(O)COc1ccc(S(=O)(=O)N2CCOCC2)cc1Cl (stereo unspecified),3.3,5,-5,-17,-3,3,12,0.9,1.3,-2,-1.4
Fc1c(F)c(F)c(N=Cc2ccc3ncccc3c2)c(F)c1F,-0.8,7,9,6,3,1,8,3.8,0.4,2,-0.7
CC12CCC(=O)N1C(C(=O)N1CCN(S(=O)(=O)c3cccc(C(F)(F)F)c3)CC1)CS2 (stereo unspecified),-0.3,5,291,1,-3,-1,.,1.8,2.1,7,1.3
N#CC1=C(S)N(c2ccc(F)cc2)C(c2cccs2)NC1=O (stereo unspecified),-1.6,-7,.,9,-3,0,.,0.8,.,-2,.
O=C(NC1CCCC1)C(c1ccncc1)N(C(=O)Cn1nnc(-c2ccccc2F)n1)c1cccc(F)c1 (stereo unspecified),2.0,-5,192,-16,-3,-11,0,1.2,4.1,-8,0.1
CCC(C)Nc1nc(-c2ccc3c(c2)NC(=O)CO3)cs1 (stereo unspecified),-0.1,-11,-3,1,-2,-3,2,3.9,1.1,-9,-1.6
CC(=O)N/C(=C\c1ccccc1)C(=O)OCC(=O)c1c(N)n(CC(C)C)c(=O)n(C)c1=O,-2.4,9,12,13,5,1,-19,3.0,-0.7,-8,-1.0
O=C(Cc1ccccc1)NCC(=O)OCC(=O)c1ccccc1Cl,-2.6,-4,-1,14,-4,1,-9,-3.5,2.7,9,-0.3
COC(=O)C1=C(C)N(c2ccc(Cl)cc2)/C(=C/c2ccc(O)cc2)C1=O,-1.4,-3,-18,8,-8,-3,17,4.6,0.0,3,1.5
O=C(O)c1ccc(-n2nnnc2Oc2cccc3cccnc23)cc1,-2.1,0,13,11,-5,-11,2,1.4,0.3,-12,0.7
Cc1nc(N)sc1C(=O)N/N=C/c1cccnc1,-2.8,-12,202,14,-14,8,-5,6.6,3.6,1,2.0
COc1ccccc1CNC(=O)c1c(-c2ccccc2Cl)noc1C,3.8,-3,14,-20,1,-6,12,1.6,3.9,-16,0.4
CCCc1c(OCCCCc2nn[nH]n2)ccc(C(C)=O)c1O,-0.6,-1,-8,3,4,1,-8,4.2,-0.6,3,0.7
CN1CCN(C2=CC3=CC(=C(C#N)C#N)CCC3CC2)CC1 (stereo unspecified),2.2,-12,.,-10,3,-3,7,.,.,3,.
O=C(O)CCSc1nnc(COc2ccc(Cl)cc2)n1-c1ccccc1,-2.7,7,3,14,-3,5,9,0.8,1.9,-18,1.4
O=C(c1ccc(Cl)cc1)N1CCC(c2nc(-c3cccs3)no2)CC1,1.8,-4,65,-10,16,3,7,1.4,3.2,-21,2.0
Nc1ccc(C(=O)N/N=C\c2cc(N=Nc3cccc4ccccc34)ccc2O)cc1,1.5,2,18,-8,-2,-14,-6,9.1,8.4,27,8.9
Cc1ccc(S(=O)(=O)N2CCN(C(=O)c3cc4c(s3)CCCC4)CC2)cc1,-1.5,-2,5,6,3,-3,36,1.6,0.8,12,-0.2
O=C(CSc1nnc(-c2ccccc2Cl)o1)N1CCCCC1,-2.6,-3,149,13,10,-4,2,-14,2.9,12,2.1
CCN(c1ccc(OC)cc1)S(=O)(=O)N1CCCC(C(=O)NCc2ccccc2Br)C1 (stereo unspecified),-1.6,-10,12,8,9,-8,3,4.1,1.5,-11,-0.1
COc1ccc(CCN(Cc2nc3ccccc3c(=O)[nH]2)C(=O)c2ccco2)cc1OC,-2.5,-5,.,14,7,-7,-79,2.8,1.4,-2,0.6
Cc1cccc(OCCCC(=O)Nc2ccccc2C(F)(F)F)c1,-0.2,-11,-6,1,-4,3,-48,2.9,-1.6,8,-0.7
CC1CCCCN1Cc1ccc(N(C)C)cc1 (stereo unspecified),2.9,-7,4,-18,1,-20,7,0.6,0.6,-37,-2.5
Cc1ccccc1NC(=O)Cc1nc(COC(=O)c2cccc(C)c2O)cs1,3.4,2,-5,-18,-6,-6,-9,1.0,4.8,3,-1.1
CN(CC(=O)Nc1ccccc1Cl)C(=O)c1cccc(-n2cccc2)c1,-5.0,1,63,26,5,-8,-30,-2.4,1.2,3,-0.9
COc1ccc(OCC(O)CN2C(=O)c3ccccc3C2=O)cc1 (stereo unspecified),-3.3,-1,-19,19,3,2,5,3.9,1.9,-19,1.5
CCCN1CCN(C(=O)c2oc3ccccc3c2NC(=O)C2CC2)CC1,1.0,-5,15,-5,3,4,-12,1.9,0.1,32,0.6
Cc1cc(C)c(C#N)c(SCc2[nH]nc3c2C(c2ccccc2)C(C#N)=C(N)O3)n1 (stereo unspecified),-1.2,1,6,7,1,4,-2,3.3,-0.3,1,-2.1
COc1cccc(COC(=O)C2CCN(C(=O)c3ccccc3C)CC2)c1OC,0.1,-6,48,0,0,5,-7,4.1,2.2,3,0.2
COCCNC(=O)CN1C(=O)COc2ccc(S(=O)(=O)N3CC(C)CC(C)C3)cc21 (stereo unspecified),-1.8,-3,-22,9,8,6,15,0.5,3.8,15,1.2
CC(Sc1nncs1)C(=O)NCc1ccc2c(c1)OCO2 (stereo unspecified),-1.3,-2,3,8,-4,-6,20,0.6,2.1,-2,-1.8
O=C(Cc1cccs1)NCc1ccc(Cl)cc1Cl,-2.9,-4,8,14,-5,7,2,3.2,3.7,-13,-1.6
COc1cccc(-n2c(=O)c3c(C)c(C(=O)N(C)C)sc3n(CC(=O)NCCc3ccc(OC)c(OC)c3)c2=O)c1,0.5,-6,12,-3,-3,-4,1,-0.1,-0.6,21,-1.4
COc1ccc(OC)c(NC(=O)CSc2nnc(CNC(=O)c3ccccc3F)o2)c1,-2.9,0,330,15,1,-1,4,0.7,4.0,-5,-0.2
Cc1cc(NC(=O)c2cccc([N+](=O)[O-])c2)n(-c2ccccc2)n1,-1.8,-5,-1,8,-19,10,-5,1.8,-0.7,11,1.5
Cc1ccccc1NC(=O)C(NC1CCCCC1)C(C)C (stereo unspecified),-2.7,-11,-3,13,-1,-1,1,0.9,2.1,0,1.5
CSCC[C@H](NC(=O)Nc1ccc(OC(F)(F)F)cc1)C(=O)O,-2.8,-9,-16,15,-10,-4,9,-0.9,2.4,-10,3.3
CCOc1ccccc1N1CCN(C(=O)c2cc(C)oc2C)CC1,0.6,-1,-6,-3,0,-3,11,.,-0.9,-2,0.4
O=S(=O)(c1ccccc1)N1CCC2(CC1)OCCO2,-2.8,7,-19,14,-6,0,10,3.2,2.5,8,-0.3
N=C1C(c2nc3ccccc3[nH]2)=C(O)CN1NC(=O)c1c[nH]c2ccccc12,-0.9,2,-14,5,-2,10,-9,2.0,2.7,-1,0.1
CCCCC(C)n1[nH]c(=O)cc1N (stereo unspecified),-1.3,-1,247,7,-2,6,23,3.1,-1.0,-20,1.6
Cc1cccc(NC(=O)c2ccccc2SCc2ccc(F)cc2)n1,0.6,4,-7,-2,1,17,-20,-0.9,0.9,19,-1.9
Cc1nn(C)cc1CNC(=O)c1cccc(Cl)c1,-0.7,4,-8,4,27,-1,-42,1.8,-0.8,9,-2.6
COc1ccc(NC(=S)N(CCCN2CCCC2)Cc2ccco2)cc1,-0.7,-4,7,3,2,-1,31,3.2,-4.1,-3,-0.9
O=C(NCc1n[nH]c(=S)n1-c1ccc(Cl)c(Cl)c1)c1ccc(S(=O)(=O)N2CCOCC2)cc1,0.0,-22,-12,0,7,1,2,3.5,2.2,-7,0.0
CN(CC(=O)Nc1ccccc1N1CCOCC1)S(=O)(=O)c1ccc(Cl)cc1,1.8,2,-18,-11,-1,3,-17,-1.0,-0.2,-17,-1.5

# Going on with the list:
SMILES,OPRM1-OPRD1 ag,PKA-R1A act,SUMO Mot1 rescue,OPRM1-OPRD1 inv,Tat export inh,PKA-R2B act,PfHsp90 yeast 2,phage Ecoli inh,AddAB inh,HTR5A inv ag,Ecoli viability
CCC(C(=O)N1CCN(Cc2ccc3c(c2)OCO3)CC1)n1c(=O)[nH]c2ccccc2c1=O (stereo unspecified),-1.0,4,-14,5,-4,-3,12,0.1,3.2,-7,0.6
CCOC(=O)c1c(C)c(C(=O)NCc2cccs2)c(C)n1CC,-1.3,7,343,7,-2,0,-17,3.0,-2.7,0,-3.7
Cc1ccccc1OC1=NS(=O)(=O)c2ccccc21,0.6,-8,-3,-3,9,0,6,2.4,0.2,5,-1.3
Cc1ccc(Sc2nc3c(c(=O)[nH]c(=O)n3C)n2CCc2ccccc2)cc1,1.6,-7,-6,-10,-6,7,12,0.1,2.8,-11,1.1
COC(=O)c1ccc(COC(=O)c2cccnc2Cl)cc1,-0.1,9,30,1,7,-2,-1,-0.2,0.2,-10,-1.1
COc1ccc(N(CC(=O)NCc2cccnc2)S(=O)(=O)c2ccccc2)c(OC)c1,-1.8,-3,134,10,-6,0,17,2.0,4.5,-1,-3.7
O=C(Nc1cccc(OC(=O)c2ccc(Br)o2)c1)c1ccccc1,-3.7,-15,11,15,-3,-3,-12,-0.2,0.3,16,2.1
S=c1[nH]nc(C2CCCCC2)n1/N=C/c1ccccc1Cl,0.6,-6,-2,-3,7,0,-38,1.0,2.7,4,-0.5
COC(=O)c1ccc(NC(=O)CSc2nc(N)c(NC(=O)c3ccc(Br)o3)c(=O)[nH]2)cc1,-4.0,-5,16,20,-4,2,5,0.7,3.2,0,0.2
CCc1cc(-c2n[nH]c(C)c2-c2nc(C)cs2)c(O)cc1OC,1.4,-11,223,-8,14,-5,1,3.8,2.6,3,2.4
CCOC(=O)c1nn(-c2cccc(C)c2)c2nnc(Cc3ccc(C)cc3)c(=O)n12,-1.2,-5,4,6,8,-12,26,4.3,0.7,-5,-0.3
C(=N\n1cnnc1)/c1cccnc1,-1.9,-12,-12,10,5,5,21,2.1,-0.5,-46,-0.5
